RSV antiviral HEp-2 – RSV antiviral activity via CPE protection, HEp-2 cells, primary 10 µM value included (AID 2391). HEp-2 cells, RSV-induced CPE inhibition; higher % means a stronger effect. 310,000 tested, 0.13% active. one-dose CPE inhibition, % at 10 µM; IC50 in µM for titrated hits; in the data active = a potency from the dose series; inconclusive = CPE inhibition mostly from about 23% at the one dose, without a potency; inactive = the rest, 99 in 100 with CPE inhibition below about 21%; note: strong numbers were not always called active
XIAP antagonists – XIAP antagonists, biochemical, IAP family, fluorescence polarization (AID 1018); XIAP BIR domain, fluorescence polarization peptide displacement; higher % means a stronger effect; displacement, % at 20 µM, or IC50 in µM where a hit was titrated; 200,000 tested, 0.007% active; in the data active = displacement above about 50%; note: a part of the inactive calls stands beside numbers as strong as those of hits
WT yeast gro inh – growth inhibition of WT yeast, mitochondrial fusion screen | inhibition, % at 10 µM | 190,000 tested, 2.1% active | mitochondrial fusion phenotypic screen, WT strain | AID 1362; in the data active = inhibition above about 58%; tested in S. cerevisiae
NS5 inhibitors – Dengue-2 NS5 methyltransferase inhibitors, primary screen, biochemical, confirmation dose response (AID 588689) | Dengue-2 NS5 methyltransferase capping enzyme assay, biochemical; higher % means a stronger effect | one-dose inhibition, % at 25 µM; IC50 in µM for titrated hits | 340,000 tested, 0.3% active; in the data active = a potency from the dose series; inconclusive = inhibition above about 29% without an active follow-up result
K1F lysis inhibition – inhibition of K1F phage lysis, E. coli UTI89, bacterial capsule biogenesis inhibitors, alamar blue (AID 488966) | inhibition, % at 100 µM, or IC50 in µM where a hit was titrated | E. coli UTI89 K1F phage lysis, alamar blue, 2 h; higher % means a stronger effect | 340,000 tested, 0.02% active;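 active = phage lysis inhibition, versus mean bacterial control, above a set limit; inconclusive = no clear call, values can overlap the other calls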;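 note: capsule biogenesis inhibitors block K1F phage lysis so surviving cells raise fluorescence; higher fluorescence means more inhibition of phage lysis; actives were called in the ten point dose series up to 300 µM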
Large T inhibition – SV40 large T antigen inhibitors, biochemical (AID 1903) | SV40 large T antigen ATPase/helicase inhibition assay; higher % means a stronger effect | inhibition, % at 20 µM, or IC50 in µM where a hit was titrated | 310,000 tested, 0.39% active; in the data active = a potency from the dose series; inconclusive = inhibition mostly from about 32% at the one dose, without a potency; inactive = the rest, 99 in 100 with inhibition below about 32%; note: strong numbers were not always called active
Yfh1-off respiration – enhancers of respiration in Yfh1-depleted yeast, dose response, Friedreich's ataxia, plus single-dose screen (AID 1465); S. cerevisiae Yfh1-off respiration, WST-1 reduction, 72 h; higher fold induction means a stronger effect; one-dose fold induction at 50 µM; EC50 in µM for titrated hits; 220,000 tested, 0.074% active;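 active = fold induction of absorbance versus untreated yeast above a set limit, then at least 30% activation at any dose in follow-up; inconclusive = repeats straddling the limit, or above it without dose testing; inactive = fold induction below the set limit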;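 note: activators that raise dye reduction in frataxin-depleted yeast; strong numbers were not always called active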
West Nile virus CPE – West Nile virus antiviral activity, cell-based, CPE readout (AID 1621); West Nile virus-infected cells, CPE inhibition; higher % means a stronger effect; one-dose CPE inhibition, % at 10 µM; IC50 in µM for titrated hits; 290,000 tested, 0.02% active; in the data active = a potency from the dose series; inconclusive = CPE inhibition mostly from about 3.7% at the one dose, without a potency; inactive = the rest, 99 in 100 with CPE inhibition below about 2.2%; note: strong numbers were not always called active
CSM14.1 death rescue – protection against thapsigargin-triggered cell killing – 384-well, CSM14.1, ATP luminescence, primary screen (AID 1222). CSM14.1 thapsigargin-induced death rescue, ATP luminescence; higher % means a stronger effect. cellular ATP content (survival), % at 20 µM; hits with a dose series show EC50 in µM. 190,000 tested, under 10 active;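 active = EC50 below 50 µM in the dose-response confirmation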;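 note: death triggered by thapsigargin at about 15 µM added after 2 h compound pretreatment; cell ATP read after overnight thapsigargin exposure of roughly 18 to 22 hours; normalized against plate controls of thapsigargin alone and 5% DMSO vehicle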
WT yeast gro inh mutant strain – second read-out of WT yeast gro inh, no call of its own (marks repeat the call); inhibition, %; mitochondrial fusion phenotypic screen, mutant strain inhibition
NS5 inhibitors pilot replicate – also measured in NS5 inhibitors; calls as there; inhibition, %; measured here: pilot screen replicate inhibition
Numbers without * were called inactive; [ ] = remark or other dose. An unsorted share of the library; any-hit rate near 2.2%.

What do the screens show for `CCOC(=O)c1c(NC(=O)c2ccc(N3C(=O)[C@@H]4[C@H](C3=O)[C@H]3C=C[C@@H]4C3)cc2)sc2c1CCCC2`?
RSV antiviral HEp-2: 15.7%; XIAP antagonists: -4.6%; WT yeast gro inh: 9.2; NS5 inhibitors: -3.6%; K1F lysis inhibition: 0.2%; Large T inhibition: 2.7%; Yfh1-off respiration: inactive; West Nile virus CPE: -0.4%; CSM14.1 death rescue: 2.8%; WT yeast gro inh mutant strain: -8.9

What do the screens show for `CCOc1cc(/C=N/NC(=O)CSc2nncn2C)ccc1OC(=O)c1ccc(Cl)cc1`?
RSV antiviral HEp-2: 2.0%; XIAP antagonists: -4.5%; WT yeast gro inh: -6.2; NS5 inhibitors: -1.1%; K1F lysis inhibition: 3.3%; Large T inhibition: 9.3%; Yfh1-off respiration: inactive; West Nile virus CPE: -0.2%; CSM14.1 death rescue: 0.2%; WT yeast gro inh mutant strain: 6.4

How did Cc1ccc2[nH]c(=O)c(CN(C(=O)c3cccs3)c3ccccc3)cc2c1 do in these assays?
RSV antiviral HEp-2: 3.2%; XIAP antagonists: -8.8%; WT yeast gro inh: 0.5; NS5 inhibitors: 2.6%; K1F lysis inhibition: 0.5%[50 µM]; Large T inhibition: 12.2%; Yfh1-off respiration: inactive; West Nile virus CPE: -1.0%; CSM14.1 death rescue: 5.0%; WT yeast gro inh mutant strain: -5.0

Results for Cc1ccccc1-c1cc(C(=O)Nc2sc(C(=O)OC(C)C)c(C)c2C#N)c2ccccc2n1 ?
RSV antiviral HEp-2: 4.9%; XIAP antagonists: -15.0%; WT yeast gro inh: 27.8; NS5 inhibitors: 9.6%; K1F lysis inhibition: 0.4%; Large T inhibition: -1.3%; Yfh1-off respiration: inactive; West Nile virus CPE: inconclusive; CSM14.1 death rescue: -2.7%; WT yeast gro inh mutant strain: 11.0; NS5 inhibitors pilot replicate: 7.3

Results for COc1cccc(C=Nc2ccccc2C#N)c1O ?
RSV antiviral HEp-2: 3.1%; XIAP antagonists: -6.5%; WT yeast gro inh: 0.6; NS5 inhibitors: -1.8%; K1F lysis inhibition: 1.9%; Large T inhibition: 7.3%; Yfh1-off respiration: inactive; West Nile virus CPE: 2.1%; CSM14.1 death rescue: -1.1%; WT yeast gro inh mutant strain: -7.3

What do the screens show for `CCCCS/C(=C(/C#N)C(N)=O)c1cc2c([nH]1)CCCC2`?
RSV antiviral HEp-2: -0.8%; XIAP antagonists: -5.0%; WT yeast gro inh: -21.5; NS5 inhibitors: 2.0%; K1F lysis inhibition: -0.7%; Large T inhibition: 5.2%; Yfh1-off respiration: inactive; West Nile virus CPE: inconclusive; CSM14.1 death rescue: -1.0%; WT yeast gro inh mutant strain: -7.9; NS5 inhibitors pilot replicate: 1.1

How did Cc1nc(Nc2cccc(O)c2)c2c3c(sc2n1)CCC3 do in these assays?
RSV antiviral HEp-2: 49.5%; NS5 inhibitors: 0.0%; K1F lysis inhibition: 0.4%; Large T inhibition: 6.2%; Yfh1-off respiration: inactive; West Nile virus CPE: -0.2%

Results for C/C(=N\NC(=O)c1cc(C)nc2ccccc12)c1ccco1 ?
RSV antiviral HEp-2: 2.8%; XIAP antagonists: -3.8%; WT yeast gro inh: -3.6; NS5 inhibitors: -3.0%; K1F lysis inhibition: 3.7%; Large T inhibition: 17.4%; Yfh1-off respiration: inactive; West Nile virus CPE: -0.2%; CSM14.1 death rescue: -0.2%; WT yeast gro inh mutant strain: -4.0

How did COc1ccc2c(=O)c(N3C(=O)c4ccccc4C3=O)c(C)oc2c1 do in these assays?
RSV antiviral HEp-2: -0.1%; XIAP antagonists: -2.5%; WT yeast gro inh: 1.3; NS5 inhibitors: -3.5%; K1F lysis inhibition: 3.0%; Large T inhibition: 0.2%; Yfh1-off respiration: inactive; West Nile virus CPE: -0.4%; CSM14.1 death rescue: 2.3%; WT yeast gro inh mutant strain: -9.8

Results for COc1ccc(C(=O)OCC(=O)Nc2ccc3[nH]c(=O)[nH]c3c2)cc1 ?
RSV antiviral HEp-2: 0.1%; NS5 inhibitors: -3.6%; K1F lysis inhibition: 0.8%[50 µM]; Large T inhibition: 15.4%

How did Cn1c(SCC(=O)N/N=C/c2ccco2)nc2ccccc21 do in these assays?
RSV antiviral HEp-2: 2.1%; XIAP antagonists: -5.6%; WT yeast gro inh: -3.7; NS5 inhibitors: -1.5%; K1F lysis inhibition: 0.3%; Large T inhibition: 2.5%; Yfh1-off respiration: inactive; West Nile virus CPE: -0.1%; CSM14.1 death rescue: -0.3%; WT yeast gro inh mutant strain: -3.4

Results for CCn1c(SCC(=O)N/N=C/c2ccc(OC)c(OC)c2)nc2ccccc21 ?
RSV antiviral HEp-2: 0.9%; XIAP antagonists: -0.6%; WT yeast gro inh: -8.2; NS5 inhibitors: -1.6%; K1F lysis inhibition: 3.8%; Large T inhibition: 6.0%; Yfh1-off respiration: inactive; West Nile virus CPE: -0.3%; CSM14.1 death rescue: -1.0%; WT yeast gro inh mutant strain: 0.2

How did COc1cc2c(cc1OC)C(COc1ccccc1OC)N(C(=O)C(C)(C)C)CC2 (stereo unspecified) do in these assays?
RSV antiviral HEp-2: 0.7%; NS5 inhibitors: 4.6%; K1F lysis inhibition: -0.1%; Large T inhibition: 19.8%; West Nile virus CPE: -0.7%

How did COc1ccc(CCC(C)N2CCOCC2)cc1 (stereo unspecified) do in these assays?
RSV antiviral HEp-2: 0.1%; NS5 inhibitors: -1.6%; K1F lysis inhibition: -0.9%; Large T inhibition: 4.7%; West Nile virus CPE: -0.4%

Results for CCn1cc(SCC(=O)N2CCc3ccccc32)c2ccccc21 ?
RSV antiviral HEp-2: 1.1%; XIAP antagonists: -9.3%; WT yeast gro inh: 3.3; NS5 inhibitors: -1.4%; K1F lysis inhibition: -0.7%; Large T inhibition: -0.1%; Yfh1-off respiration: inactive; West Nile virus CPE: -0.4%; WT yeast gro inh mutant strain: 13.9

What do the screens show for `O=C(NNC1=NS(=O)(=O)c2ccccc21)c1ccccc1Cl`?
RSV antiviral HEp-2: 1.7%; XIAP antagonists: -4.3%; WT yeast gro inh: 0.6; NS5 inhibitors: 2.5%; K1F lysis inhibition: -1.2%; Yfh1-off respiration: inactive; West Nile virus CPE: 0.3%; CSM14.1 death rescue: -1.0%; WT yeast gro inh mutant strain: -10.7

What do the screens show for `Cc1cc(Br)ccc1OCCCCN1CCCCC1`?
RSV antiviral HEp-2: 1.4%; XIAP antagonists: -1.8%; WT yeast gro inh: 31.8; NS5 inhibitors: -7.2%; K1F lysis inhibition: 0.3%; Large T inhibition: 12.0%; Yfh1-off respiration: inactive; West Nile virus CPE: 0.7%; CSM14.1 death rescue: -3.6%; WT yeast gro inh mutant strain: 32.9

Results for O=C(CN1C(=O)NC(c2ccccc2)(c2ccccc2)C1=O)NCCNCCO ?
RSV antiviral HEp-2: -1.7%; NS5 inhibitors: 10.6%; K1F lysis inhibition: 0.1%; Large T inhibition: 4.4%; West Nile virus CPE: 1.2%

How did CCCN(CC#CC(O)(c1ccccc1)c1cccnc1)CCC (stereo unspecified) do in these assays?
RSV antiviral HEp-2: -0.3%; XIAP antagonists: -6.9%; WT yeast gro inh: -0.7; NS5 inhibitors: -7.1%; K1F lysis inhibition: -1.5%; Large T inhibition: 22.9%; Yfh1-off respiration: inactive; West Nile virus CPE: -0.1%; CSM14.1 death rescue: 3.4%; WT yeast gro inh mutant strain: -0.9

Results for Cc1ccccc1Cn1nc(C)c(NC(=O)c2cc(CC(C)C)on2)c1C ?
RSV antiviral HEp-2: 8.9%; NS5 inhibitors: -5.2%; K1F lysis inhibition: -0.9%[50 µM]; Large T inhibition: 23.9%; Yfh1-off respiration: inactive; West Nile virus CPE: -0.1%

Copied from above (two entries):
Results for COc1ccc(C(=O)OCC(=O)Nc2ccc3[nH]c(=O)[nH]c3c2)cc1 ?
RSV antiviral HEp-2: 0.1%; NS5 inhibitors: -3.6%; K1F lysis inhibition: 0.8%[50 µM]; Large T inhibition: 15.4%

How did Cn1c(SCC(=O)N/N=C/c2ccco2)nc2ccccc21 do in these assays?
RSV antiviral HEp-2: 2.1%; XIAP antagonists: -5.6%; WT yeast gro inh: -3.7; NS5 inhibitors: -1.5%; K1F lysis inhibition: 0.3%; Large T inhibition: 2.5%; Yfh1-off respiration: inactive; West Nile virus CPE: -0.1%; CSM14.1 death rescue: -0.3%; WT yeast gro inh mutant strain: -3.4

Additional structures
What do the screens show for `O=C(NNC(=O)C12CC3CC(CC(C3)C1)C2)c1cnccn1`?
RSV antiviral HEp-2: -0.4%; XIAP antagonists: -4.9%; WT yeast gro inh: -5.5; NS5 inhibitors: -6.4%; K1F lysis inhibition: -0.4%; Large T inhibition: 0.7%; Yfh1-off respiration: inactive; West Nile virus CPE: -1.7%; CSM14.1 death rescue: -2.0%; WT yeast gro inh mutant strain: -24.7

What do the screens show for `CCc1ccc(-c2cc(C)no2)cc1S(=O)(=O)N1CCN(c2ccccc2)CC1`?
RSV antiviral HEp-2: 1.3%; NS5 inhibitors: -6.3%; K1F lysis inhibition: 1.6%; Large T inhibition: 2.5%; West Nile virus CPE: -0.1%

Results for C[C@@H](C(=O)Nc1ccc2c(c1)OCCO2)n1nnc2ccccc2c1=O ?
RSV antiviral HEp-2: 15.8%; NS5 inhibitors: -9.7%; K1F lysis inhibition: 0.5%; Large T inhibition: 14.0%; West Nile virus CPE: -0.3%

Results for O=C(Cn1cnc2c(oc3ccccc32)c1=O)NCC1CCCO1 (stereo unspecified) ?
RSV antiviral HEp-2: 1.8%; XIAP antagonists: -5.4%; WT yeast gro inh: 2.7; NS5 inhibitors: -4.0%; K1F lysis inhibition: 1.2%; Large T inhibition: 4.7%; Yfh1-off respiration: inactive; West Nile virus CPE: -0.2%; CSM14.1 death rescue: 1.5%; WT yeast gro inh mutant strain: -6.9

What do the screens show for `CCC(=O)N(CC)C1=C(O)c2ccccc2C(=O)C1=O`?
RSV antiviral HEp-2: 0.0%; XIAP antagonists: -6.7%; WT yeast gro inh: -6.0; NS5 inhibitors: 20.5%; K1F lysis inhibition: -0.5%; Large T inhibition: 2.5%; Yfh1-off respiration: inconclusive; West Nile virus CPE: 0.6%; CSM14.1 death rescue: -5.7%; WT yeast gro inh mutant strain: 8.5

Compound activity from PubChem BioAssay.
